H9c2 TAG inh: inhibitors of triacylglycerol accumulation | H9c2 cells, Nile Red lipid (TAG) fluorescence; cells loaded with 200 µM oleic acid | inhibition, % at 12.5 µM | actives 0.66% (n = 230,000) | AID 651582;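 active means pattern-corrected inhibition of lipid staining of at least 50% with the nuclear-stain viability signal not falling by more than 50%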;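 further: 0% = DMSO wells and 100% = triacsin C control wells; some results filed as inactive read as strong as hits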
H9c2 TAG inh DAPI viability: also measured in H9c2 TAG inh; calls as there; DAPI nuclei signal change (viability), lower = more cytotoxic, %;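 whole-well DAPI fluorescence read on a plate reader as a viability signal; minus 50 percent equals half of cells still viable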
* marks the source's active call; other numbers are inactive results; & = joins results of further samples.

Compound	H9c2 TAG inh	H9c2 TAG inh DAPI viability
S=P(N1CCCCCC1)(N1CC1)N1CC1	-1	-10
CN1C(=O)/C(=C\c2ccc(N3CCCCC3)o2)C(=O)NC1=S	-3	-2
O=C1NC(=S)NC(=O)C1c1ccccc1	-13	8
CC1CN1P(=O)(Oc1ccccc1)N1CC1C (configuration not stated)	4	9
Cn1c(O)c(C=NCCN2CCNCC2)c(=O)n(C)c1=O	5	12
CC(C)n1c(=O)c(C=Nc2ccc(F)cc2)c(O)n(Cc2ccco2)c1=O	16	4
O=C(Cc1ccc(Br)cc1)N1CCN(Cc2ccccc2)CC1	-5	-11
CC(C)C[C@H](NC(=O)[C@@H]1CCCN1C(=O)[C@@H](N)Cc1ccc(O)cc1)C(=O)NCC(N)=O	11	-7
CCC1CN2CCc3cc(OC)c(OC)cc3C2CC1CC1NCCc2c1[nH]c1ccc(O)cc21 (configuration not stated)	123	-69
C1=NCCc2c1[nH]c1ccccc21	24	-19
C[C@H]1CCCC(=O)CCC/C=C/c2cc(O)cc(O)c2C(=O)O1	3	1
COc1cccc(CCNCc2cccc(C(F)(F)F)c2)c1	-4	4
COC(=O)C1=C(c2ccc(OC(F)(F)F)cc2)C[C@@H]2CC[C@H]1N2C(=O)NCCO	-23	0
Clc1ccc(OCC#CCN2CCCCCC2)cc1	3	24
O=C(Nc1cccc(Cl)c1)OC1CN2CCC1CC2 (configuration not stated)	-15	9
COc1ccc(C(C)=O)cc1CC(C(=O)c1ccc(Br)cc1)N(C)C (configuration not stated)	-1	-12
COc1ccc(-n2c(C)cc(C(=O)C[N+]34CCN(CC3)CC4)c2C)cc1	-3	8
COC(=O)C1=C(c2ccc(C(C)=O)cc2)C[C@@H]2CC[C@H]1N2C(=O)NC1CCCCC1	2	-10
Cc1[nH]c2ccccc2c1C(=O)C(=O)N1CCC2(CC1)OCCO2	-2	-1
O=c1[nH]c(=O)n(C2CCCCCC2)c(O)c1C=NCC1CCCO1 (configuration not stated)	-1	-9
COc1cccc(C2CC3C(=O)C=CC2N3Cc2ccccc2)c1 (configuration not stated)	-2	-9
O=C(c1ccc(CS(=O)(=O)c2ccccc2)o1)N1CCC2(CC1)OCCO2	-1	4
CCC(=O)N1N=C(c2c(O)n(CCc3ccccc3)c(=O)[nH]c2=O)CC1c1ccc(OC)c(OC)c1 (configuration not stated)	7	-9
CCCNC(=O)N1[C@H]2CC[C@@H]1C(C(=O)OC)=C(c1ccc(Cl)c(C(F)(F)F)c1)C2	-28	-7
CN(C)C1(CNC(=O)c2cc(S(=O)(=O)N3CCOCC3)c(Cl)cc2Cl)CCCCC1	2	-2

Five compounds already listed, sorted by SMILES length, ascending:
Compound	H9c2 TAG inh	H9c2 TAG inh DAPI viability
S=P(N1CCCCCC1)(N1CC1)N1CC1	-1	-10
O=C(Cc1ccc(Br)cc1)N1CCN(Cc2ccccc2)CC1	-5	-11
CN1C(=O)/C(=C\c2ccc(N3CCCCC3)o2)C(=O)NC1=S	-3	-2
C[C@H]1CCCC(=O)CCC/C=C/c2cc(O)cc(O)c2C(=O)O1	3	1
CCC(=O)N1N=C(c2c(O)n(CCc3ccccc3)c(=O)[nH]c2=O)CC1c1ccc(OC)c(OC)c1 (configuration not stated)	7	-9

Compound profiles, as listed above. Order of values: H9c2 TAG inh, H9c2 TAG inh DAPI viability
`CC1CN1P(=O)(Oc1ccccc1)N1CC1C` (configuration not stated) as listed: 4, 9
`CC(C)n1c(=O)c(C=Nc2ccc(F)cc2)c(O)n(Cc2ccco2)c1=O` as listed: 16, 4

(cont.)
Compound	H9c2 TAG inh	H9c2 TAG inh DAPI viability
C=CCN1C(=O)NC(=O)/C(=C/c2ccc(N(C)C)c(Br)c2)C1=O	2	-4
Cc1ccc(N2C(=O)NC(=O)/C(=C\c3cc(C)n(-c4sc5c(c4C#N)CCCC5)c3C)C2=O)cc1	-2	-19
COc1cccc(CN2CCNCC2)c1OC	2	4
COc1ccc(CN2CCCC(C(=O)c3ccc(Cl)cc3)C2)c(O)c1 (configuration not stated)	4	8
Oc1ccc(CCN2CCCCC2)cc1	10	1
Clc1ccc(-c2nc3ccc(Cl)cn3c2CN2CCOCC2)cc1	16	-3
O=c1[nH]c(=O)n(-c2cccc(Cl)c2)c(O)c1/C=N/c1ccccn1	-9	-1
CC[n+]1c(-c2ccccc2)c2cc(N)ccc2c2ccc(N)cc21	3	-13
Oc1ccc(Cl)cc1	-15	0
COC(=O)C1C2c3ccccc3C(c3ccccc32)C1(C)C(=O)OC (configuration not stated)	-12	9
COc1ccc(Br)cc1CNCCc1ccc2c(c1)OCO2	-3	18
CCC(=NCC1CCCO1)c1c(O)n(-c2ccccc2C)c(=O)[nH]c1=O (configuration not stated)	-8	8
COc1cc(C(=O)N/N=C/C23CC[C@@H](O)CC2(O)CC[C@@H]2[C@@H]3CCC3(C)C(C4=CC(=O)OC4)CCC23O)ccc1O (some centres not stated)	1	-1
CC(=O)Nc1ccc(OCCF)cc1	1	9
Cn1cccc1C1CCCN1CC(=O)Nc1ccc(C#N)c(Cl)c1 (configuration not stated)	8	-2
Cn1cc(C(=O)N2CCCCC2)c2ccccc21	1	-3
CCOC(=O)c1c(C)n(Cc2ccccc2)c2ccc(OCC(O)Cn3nc(C)nc3C)cc12 (configuration not stated)	-7	-2
Cc1cc(C(=O)Nc2ccccc2)nn1C(C)(C)C	-5	7
O=c1cccc2n1CC1CC2CN(c2ncnc3c2cnn3-c2ccccc2)C1 (configuration not stated)	10	1
O=C(O)C1C2c3ccccc3C(=O)C1(C(=O)O)c1ccccc12 (configuration not stated)	1	2
CCOC(=O)c1c(N)n(Cc2ccco2)c2nc3ccccc3nc12	1	45
C=CCn1c(O)c(/C(CC)=N/NC(=S)Nc2ccccc2)c(=O)[nH]c1=O	-20	20
CC(C)CNC(=O)c1c(N)n(Cc2ccc3c(c2)OCO3)c2nc3ccccc3nc12	44	66
COc1ccc(CCNCc2ccc(F)cc2)cc1OC	-22	-1
COc1cc(CCN)ccc1O	-4	-1
N=C1c2ccccc2CN1c1ccc(F)c([N+](=O)[O-])c1	6	2
O=S(=O)(c1ccc(Cl)cc1Cl)N1CCCC1c1cccnc1 (configuration not stated)	-16	-1
O=C(Nc1ccc(C(F)(F)F)cc1)OC1CN2CCC1CC2 (configuration not stated)	4	3
Oc1ccc(Cl)cc1CN1CCN(Cc2ccccc2)CC1	-3	-9
Cc1ccc(/C=C2\C(=O)NC(=O)N(CCc3ccc(F)cc3)C2=O)s1	-12	3
O=C1C2CCCN2C(c2cccs2)N1c1ccccn1 (configuration not stated)	2	6
O=[N+]([O-])c1ccc(N(CCO)CCO)c2c1no[n+]2[O-]	77	-83
CN1CCc2cc3c(cc2[C@H]1[C@@H]1OC(=O)c2c1ccc1c2OCO1)OCO3	1	-7
CNc1cc(Cl)c2nonc2c1[N+](=O)[O-]	79*	-41*
Cc1csc(=N)n1Cc1ccccc1	4	-7
NC(Cc1ccc(F)cc1)c1csc(Nc2ncccn2)n1 (configuration not stated)	0	7
NS(=O)(=O)c1ccc(-c2ccc(C=C3C(=O)NC(=O)NC3=O)o2)cc1	-3	-7
Cn1c(O)c(C=Nc2ccccc2-c2ccccc2)c(=O)n(C)c1=O	9	0
Cc1ccc(CN2C(=O)CN=C(c3ccccc3)c3ccccc32)cc1	-11	6
O=C1NC(=O)N(C2CCCCC2)C(=O)C1C1c2ccccc2C(=O)N1Cc1ccccc1 (configuration not stated)	8	-4
COC(=O)C1=C(c2ccc(F)cc2OCc2ccccc2)C[C@@H]2CC[C@H]1N2C(=O)NCc1ccc([N+](=O)[O-])cc1	1	-8
C=CCn1c(O)c(C(C)=NCc2cc(OC)cc(OC)c2)c(=O)[nH]c1=O	0	11
O=C(Cc1ccccc1)N1CCN(Cc2c[nH]c3ccccc23)CC1	-19	4
Cc1cccc(-n2c(C)nc3ccccc3c2=O)c1C	-3	2
COC(=O)C1=C(c2ccc(OCc3ccccc3)cc2)C[C@@H]2CC[C@H]1N2C(=O)NCc1ccc(N(C)C)cc1	21	-4
C[C@H]1CCC/C=C/[C@@H]2C[C@H](O)C[C@H]2[C@H](O)/C=C/C(=O)O1	126&129	-84&-79
CC(C)CC(NC(=O)C1CCCCC1)C(=O)N1CCC2(CC1)OCCO2 (configuration not stated)	16	-9
CN1CCN(C(=O)COc2ccc(S(=O)(=O)Nc3ccc(F)cc3)cc2)CC1	-9	4
CN1C(=O)C(=Cc2ccccc2Oc2ccc(Cl)c(F)c2)C(=O)N(C)C1=O	-14	-2
COc1ccc(CN2CCN(C(=O)Cc3ccccc3)CC2)cc1Br	-3	6

Further records
Compound	H9c2 TAG inh	H9c2 TAG inh DAPI viability
C#C[C@]1(O)CC[C@H]2[C@@H]3CCC4=CC(=O)CC[C@]4(C)[C@H]3CC[C@@]21C	-17	2
C[N+](C)(C)CC1CCCC1=O (configuration not stated)	8	-3
O=C1C(=O)N(c2ccccc2)P(=O)(N(CCCl)CCCl)N1c1ccccc1	-4	-8
COC(=O)C1=C(c2ccc(F)cc2OCc2ccccc2)C[C@@H]2CC[C@H]1N2C(=O)NCc1ccc(C)cc1	31	-20
CCP(=S)(CC)c1ccc(N(C)C)cc1	-10	4
O=C(c1ccc2c(c1)OCO2)C1CCCN(Cc2ccc(F)c(F)c2)C1 (configuration not stated)	-18	11
CC(C)N1CCC2(CC1)NC(CO)(CO)CO2	24	-14
COC1=CC(=O)OC(/C=C/c2ccccc2)C1 (configuration not stated)	13	-13
C[C@H]1C(=O)O[C@@H]2CCN3CC=C(COC(=O)[C@](C)(O)[C@]1(C)O)[C@H]23	-15	-2
COC(=O)C1=C(c2ccc(Cl)c(C(F)(F)F)c2)C[C@@H]2CC[C@H]1N2C(=O)NCC1CC1	-48	1
COc1ccc(P2(=O)Nc3ccccc3N2)cc1	3	10
O=P(/C(=N/O)N1CCOCC1)(N1CCOCC1)N1CCOCC1	-1	-10
Cc1cccc(C)c1NC1=NCCCS1	9	-1
COc1cc(OC)c([C@H]2C=C(C)[C@H]3C[C@@H]2C3(C)C)c(OC)c1	-19	4
C(=NC1CCCCC1)c1c[nH]c2ccccc12	-2	-5
COc1cccc(CN2CCCC(C(=O)c3ccccc3SC)C2)c1O (configuration not stated)	-21	10
CCCNC(=O)N1[C@H]2CC[C@@H]1C(C(=O)OC)=C(c1cccc(Cl)c1)C2	-16	11
CCN(CC)C(=O)c1ccc(NC(=O)COC(=O)c2ccc(Cl)s2)cc1	4	-1
CN1CCCC1c1ccc(=O)[nH]c1 (configuration not stated)	-11	0
O=C1C=C(N2CC2)c2ccccc2C1=O	-4	-3
CC(=NCC1CCCO1)c1c(O)n(-c2ccc(Cl)cc2)c(=O)[nH]c1=O (configuration not stated)	9	-4
Cc1ccc(NC(=O)N2CC2)cc1NC(=O)N1CC1	-9	10
C[C@@H]1CN([C@H](C)CO)C(=O)CCCn2nncc2CO[C@H]1CN(C)C(=O)Oc1cccc2ccccc12	-1	3
COc1ccccc1OP(=O)(Nc1cccnc1)Oc1ccccc1OC	9	-8
CN1CCN(CCC(C#N)(c2ccccc2)c2ccccc2)CC1	24	-15
Cc1cc(C)nc(N2Cc3ccccc3C2=N)n1	-8	1
O=C(O)CCn1cc(C=C2C(=O)NC(=S)NC2=O)c(-c2ccccc2)n1	-4	5
COC(=O)C1=C(c2ccc(F)cc2OCc2ccccc2)C[C@@H]2CC[C@H]1N2C(=O)NC1CC1	1	-13
COc1ccc(C2CC(c3c(O)n(CCc4ccccc4)c(=O)[nH]c3=O)=NN2)cc1OC (configuration not stated)	11	0
COc1ccc2c(c1)c(C(=O)O)c(C)n2C(C)C	-19	4
CC1CC(C)(O)CC(C(O)CC2CC(=O)NC(=O)C2)C1=O (configuration not stated)	89	-68
O=C1NC(=O)C2(C(=O)N1)C(c1ccc(F)cc1)NC(=S)NC2c1ccc(F)cc1 (configuration not stated)	-2	-18
C=CCn1c(O)c(C=Nc2c(C)n(C)n(-c3ccccc3)c2=O)c(=O)[nH]c1=O	1	-2
CCOc1ccc(N=C2SCCCN2C)cc1	12	-3
OC1(c2ccccc2F)CC2CCC(C1)N2CCN1CCOCC1 (configuration not stated)	-8	0
O=C(CN1CCN(Cc2ccc(Cl)cc2)C1=O)N1CCC2(CC1)OCCO2	14	-15
CC(=O)c1ccc(OC(=O)N(C)c2ccccc2)cc1	-22	14
CCOC(=O)CNC(=O)CNC(=O)C(Cc1ccc(N(CCCl)CCCl)cc1)NC(C)=O (configuration not stated)	13	1
COc1ccc(C(CC(=O)N2CCC3(CC2)OCCO3)NS(=O)(=O)c2ccc(C)cc2)cc1 (configuration not stated)	23	0
C=Cn1ccnc1P(=S)(c1nccn1C=C)c1nccn1C=C	1	0
O=P(C(c1c[nH]c2ccccc12)N1CCOCC1)(N1CCOCC1)N1CCOCC1 (configuration not stated)	-14	1
O=c1[nH]c(=O)n(Cc2ccc(F)cc2)c(O)c1C=NCCCO	-14	11
Cc1ccc(C2=NCC(=O)Nc3ccc(Br)cc32)cc1	9	-2
Cc1ccc(O)c(CN2CCC3CCC(C3)C2)c1 (configuration not stated)	-2	7
CCCCn1c(O)c(C(=O)/C=C/c2c[nH]c3ccccc23)c(=O)[nH]c1=O	3	6
C=CCN1C(=O)C2(C(C(=O)OCC)=C(N)Oc3ccccc32)c2c1c1ccccc1oc2=O (configuration not stated)	15	-46

Bioassay records from PubChem BioAssay.

The list is partial; count on the stated rates, not on these rows.
